SV40 large T antigen: TAg ATPase/helicase activity blockers – biochemical (AID 1903); inhibition, % at 20 µM; hits with a dose series show IC50 in µM; SV40 large T antigen ATPase/helicase inhibition assay; higher % means a stronger effect; actives 0.39% (n = 310,000); in the data active = a potency from the dose series; inconclusive = inhibition mostly from about 32% at the one dose, without a potency; inactive = the rest, 99 in 100 with inhibition below about 32%; also: strong numbers were not always called active
T cell modulator: T cell immune modulators affecting CD8 T cell-vesicle binding | AID 2052 | 2C CD8+ T cell-vesicle binding, flow cytometry; active compounds read low | calls only at 7 µM | actives 0.068% (n = 330,000);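 active = response, share of CD8 T cells binding vesicles, and their 90th percentile fluorescence all below set limits, cut at about 80% in these data, passing the limit was not always enough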
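Incubation: binding step 1.5 h, 37 °C, antibody labelling 20 min, ice; system: murine 2C transgenic CD8+ T lymphocytes; technique: cytometric PE anti-B7-1 and Alexa647 anti-CD8 signals after 1% paraformaldehyde fixation; also added: QL9-charged Drosophila Ld/ICAM-1/B7-1 vesicles; control set: naked versus QL9-loaded vesicles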
bCat nuc transl: beta-catenin nuclear translocation modulation; HeLa beta-catenin nuclear translocation, immunofluorescence imaging; nuclear translocation activity, % at 5 µM; AID 1665; actives 0.3% (n = 190,000);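 active = nuclear translocation activity above 50% at 5 µM, with a well cell count of 50 or more; inconclusive = wells under 50 cells across six images, flagged as toxic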;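 also: per-cell ratio of nuclear to cytoplasmic median beta-catenin stain intensity; plate controls were DMSO negative control for no effect and GSK-3 inhibitor IX positive control for full effect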
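System: Human HeLa cells, endogenous beta-catenin | Compound dosing: 5 µM primary, 0.02–20 µM confirmation | Timing: 24 h compound exposure at 37°C, 5% CO2 | Measured by: Fluorescence imaging of beta-catenin antibody stain plus DAPI | Read-out basis: % activation of per-cell nuclear versus cytoplasmic median beta-catenin signal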
Rac1 GTP hydrolysis: MgcRacGAP GTPase-activating activity inhibitors, confirmation, biochemical, ADP Hunter fluorescence. actives 0.6% (n = 340,000). one-dose inhibition, % at 30 µM; IC50 in µM for titrated hits. MgcRacGAP-stimulated Rac1 GTP hydrolysis, ADP Hunter fluorescence; higher % means a stronger effect; GST-tagged Rac1 F28L mutant substrate;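 active = first-screen hits whose inhibition reached a set limit at any dose in the follow-up dose series; inconclusive = inhibition above the set first-screen limit but never retested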;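 also: fluorescence reports GDP produced by GAP-driven GTP hydrolysis; strong numbers were not always called active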
PhoP inhibition: PhoP-dependent GFP reporter repression – Salmonella Typhimurium, primary screen (AID 1863); S. Typhimurium PhoP-regulated promoter GFP reporter, 4 h; higher % means a stronger effect; one-dose inhibition, % at 50 µM; IC50 in µM for titrated hits; actives 0.16% (n = 300,000);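 active = inhibition over 29.93%, a cutoff 3 SD above the screen mean, later confirmed by dose response; inconclusive = inhibition over 29.93% but no dose response follow-up; inactive = inhibition at most 29.93% or unconfirmed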;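 also: 0% = low Mg2+ inducing control and 100% = high Mg2+ repressing control; strong numbers were not always called active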
RSV antiviral HEp-2: inhibition of RSV-induced cytopathic effect – HEp-2 cells, primary 10 µM value included (AID 2391) | actives 0.13% (n = 310,000) | CPE inhibition, % at 10 µM; hits with a dose series show IC50 in µM | HEp-2 cells, RSV-induced CPE inhibition; higher % means a stronger effect; in the data active = a potency from the dose series; inconclusive = CPE inhibition mostly from about 23% at the one dose, without a potency; inactive = the rest, 99 in 100 with CPE inhibition below about 21%; also: strong numbers were not always called active
West Nile virus CPE: inhibition of WNV-induced cytopathic effect – cell-based, CPE readout (AID 1621); CPE inhibition, % at 10 µM, or IC50 in µM where a hit was titrated; West Nile virus-infected cells, CPE inhibition; higher % means a stronger effect; actives 0.02% (n = 290,000); in the data active = a potency from the dose series; inconclusive = CPE inhibition mostly from about 3.7% at the one dose, without a potency; inactive = the rest, 99 in 100 with CPE inhibition below about 2.2%; also: strong numbers were not always called active
WT yeast gro inh: growth inhibition of WT yeast, mitochondrial fusion screen | inhibition, % at 10 µM | actives 2.1% (n = 190,000) | mitochondrial fusion phenotypic screen, WT strain; in the data active = inhibition above about 58%; tested in S. cerevisiae
Myeloid diff MLP: compounds promoting myeloid differentiation; actives 1% (n = 360,000); calls only at 10 µM; AID 624256; ER-HoxA9 myeloid progenitors, lysozyme-GFP differentiation, flow cytometry;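 active = normalized GFP-positive differentiation at or above the plate's own cutoff, the solvent-only control mean plus 3 SD; inconclusive = no clear call, values can overlap the other calls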;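 also: cells exposed to compound for four days before flow analysis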
WT yeast gro inh mutant strain: also measured in WT yeast gro inh; calls as there; inhibition, %; mitochondrial fusion phenotypic screen, mutant strain inhibition
bCat nuc transl cell count 5 µM: also measured in bCat nuc transl; calls as there; cell count; measured here: cell count, cytotoxicity flag
T cell modulator vesicle-bound %: further read-out of T cell modulator, marked with its call; double positive events, %; measured here: CD8+ vesicle-bound cell fraction;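 binding gate set so that unloaded-vesicle control wells show 10% double positive cells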
Myeloid diff MLP GFP+ MAC1+ %: second read-out of Myeloid diff MLP, no call of its own (marks repeat the call); GFP+ MAC1+ double positive, %; measured here: differentiation confirmed by MAC1 staining
The depositor's hits bear a star; i = inactive; ? = inconclusive; / = not tested or not shown.

Results follow in this order: SV40 large T antigen	T cell modulator	T cell modulator vesicle-bound %	bCat nuc transl	bCat nuc transl cell count 5 µM	Rac1 GTP hydrolysis	PhoP inhibition	RSV antiviral HEp-2	West Nile virus CPE	WT yeast gro inh	WT yeast gro inh mutant strain	Myeloid diff MLP	Myeloid diff MLP GFP+ MAC1+ %
1. O=C(NCC(c1ccco1)N1CCc2ccccc2C1)c1ccccc1 (stereo unspecified)
    18%	i	30	/	/	3%	1%	-1.4%	/	/	/	i	0.5
2. O=C(NCCc1ccccc1)c1cc(=O)c2ccccc2o1
    7%	i	45	-2.3	957	4%	5%	3.1%	-0.8%	7	-3	i	0.4
3. O=C(Nc1ccccc1C(=O)Nc1ccc2c(c1)OCO2)c1ccco1
    7%	i	36	-2.3	1410	-5%	6%	0.9%	-0.1%	3	6	i	0.2
4. CCOC(=O)C1=C(C)Nc2ccccc2N=C1NC(=O)c1cc(C)on1
    /	i	48	/	/	1%	/	-0.2%	/	/	/	i	0.4
5. CCOC(=O)N1CCN(C(=O)CS(=O)(=O)Cc2nc(-c3ccccc3C)oc2C)CC1
    5%	i	22	-10	1145	0%	-2%	4.7%	-0.1%	13	0	i	7.1
6. CC(C)(C)CC(=O)Nc1nnc(SCC(=O)Nc2ccccc2F)s1
    4%	i	30	/	/	6%	-5%	?	1.0%	-11	-12	i	0.4
7. CC(=O)c1ccc(N2CCN(C(=O)CCC(=O)Nc3ccc4nc(N5CCN(C)CC5)cc(C)c4c3)CC2)cc1
    8%	i	21	/	/	9%	0%	0.7%	0.7%	/	/	i	0.2
8. Cc1nc(SCCOc2ccccc2F)[nH]c(=O)c1Cc1ccccc1
    -7%	i	21	-1.5	1181	7%	7%	1.3%	-0.3%	0	0	i	0.5
9. O=C(NCc1ccccc1)C(c1ccccc1)N(C(=O)c1csnn1)c1ccc(F)cc1 (stereo unspecified)
    5%	i	17	/	/	9%	0%	4.0%	-0.3%	/	/	i	2.8
10. O=C(CSc1nnc(COc2cccc3cccnc23)o1)c1ccc(F)cc1
    4%	i	13	-5.6	729	10%	-3%	7.6%	0.2%	11	9	i	2.8
11. Cc1ccc2oc(=O)c(/C=C(\O)c3sc(C)nc3C)nc2c1
    25%	i	3	-1.4	1127	0%	-10%	3.4%	-0.5%	-5	10	i	2.3
12. COc1cc([N+](=O)[O-])ccc1Nc1nc(C)cc(C)n1
    14%	i	33	0.1	1473	1%	-1%	0.8%	0.1%	-7	1	i	0.1
13. CCOc1cccc(CNCc2ccncc2)c1
    7%	i	60	/	/	5%	6%	6.9%	-1.4%	/	/	i	0.3
14. COc1cc(/C=N/Nc2cccc(C)c2)cc(Br)c1O
    13%	/	/	-1.0	1091	-1%	-6%	/	-0.6%	20	0	i	0.2
15. O=S(=O)(c1ccccc1F)N1CCc2ccccc2C1
    6%	i	21	/	/	7%	-9%	0.9%	0.6%	/	/	i	1.1
16. CC(=O)Nc1cccc(Oc2cc(C#N)c(C#N)cc2N2CCOCC2)c1
    8%	i	48	/	/	5%	-6%	1.1%	0.1%	2	14	i	0.6
17. C=CCn1c(O)c(N=NC(=O)c2cccnc2)c2cc(Br)ccc21
    8%	i	28	-2.1	1140	-1%	-7%	-0.7%	-0.3%	/	/	i	0.3
18. CCc1nnc(NC(=O)CSc2nnc(CNc3ccc(OC)cc3)n2CC)s1
    25%	i	60	1.2	1416	6%	2%	0.4%	1.6%	-2	5	i	0.3
19. CCOC(=O)c1nnn(-c2nonc2OC)c1-c1ccccc1
    4%	i	23	/	/	-2%	-2%	-1.6%	0.8%	4	4	i	0.5
20. CCOC1=NN(c2ncc(C(F)(F)F)cc2Cl)C(=O)C1
    10%	i	34	0.4	1056	1%	-9%	0.8%	0.1%	-12	6	i	0.1
21. COc1ccc(N(CC(=O)NC2CC2)S(=O)(=O)c2ccccc2)cc1
    6%	i	49	/	/	4%	0%	1.5%	-0.8%	/	/	i	0.7
22. CCOC(=O)C(NC(C)=O)(OCc1ccc(F)cc1)C(F)(F)F (stereo unspecified)
    3%	i	16	1.6	1060	7%	-2%	1.3%	0.2%	-3	7	i	0.1
23. COc1ccc2[nH]c(=O)c(CNc3ccc(C)cc3C)cc2c1
    22%	i	34	2.6	1273	8%	-4%	9.2%	0.4%	/	/	i	0.7
24. CCN1C(=O)N(S(=O)(=O)C(F)(F)F)[C@@H](c2ccccc2)C(C(=O)OC)=C1C
    7%	i	49	1.3	1191	6%	4%	4.6%	-0.6%	/	/	i	1.8
25. Cc1cc(N2CCCC2)c(F)cc1/C=C\[N+](=O)[O-]
    11%	/	/	-3.2	906	9%	-40%	/	0.3%	23	35	?	/
26. CC(=O)c1cccc(N(CC(=O)NCCc2ccccc2)C(=O)c2csnn2)c1
    11%	i	56	/	/	3%	0%	1.4%	-0.3%	/	/	i	1.5
27. CCc1ccc(CN(C)C(=O)CCc2nnc(Cc3cccc(C)c3)o2)nc1
    2%	i	32	-1.3	985	2%	-6%	8.1%	-0.4%	-6	-5	i	1.2
28. COc1c(F)c(F)c(C(=O)Nc2ccccc2N2CCN(C(C)=O)CC2)c(F)c1F
    -6%	i	59	5.4	1035	2%	8%	2.1%	-0.2%	-8	-19	i	1.0
29. O=C(CSc1cc(Cl)ccc1Cl)NCC1CCCO1 (stereo unspecified)
    0%	i	31	-0.2	1077	7%	-8%	1.9%	0.0%	7	7	i	2.3
30. Cc1ccc(S(=O)(=O)N2CCCCC2)cc1NC(=S)NC(=O)c1ccco1
    13%	i	20	-0.6	1326	-4%	-10%	2.1%	0.2%	/	/	i	0.7

The final two records of the part before open the next one.
Results follow in this order: SV40 large T antigen	T cell modulator	T cell modulator vesicle-bound %	bCat nuc transl	bCat nuc transl cell count 5 µM	Rac1 GTP hydrolysis	PhoP inhibition	RSV antiviral HEp-2	West Nile virus CPE	WT yeast gro inh	WT yeast gro inh mutant strain	Myeloid diff MLP	Myeloid diff MLP GFP+ MAC1+ %
29. O=C(CSc1cc(Cl)ccc1Cl)NCC1CCCO1 (stereo unspecified)
    0%	i	31	-0.2	1077	7%	-8%	1.9%	0.0%	7	7	i	2.3
30. Cc1ccc(S(=O)(=O)N2CCCCC2)cc1NC(=S)NC(=O)c1ccco1
    13%	i	20	-0.6	1326	-4%	-10%	2.1%	0.2%	/	/	i	0.7
31. CC(Cc1cccs1)NC(=S)Nc1ccccc1 (stereo unspecified)
    4%	i	31	/	/	0%	6%	20%	-0.3%	46	25	i	0.4
32. CCCS(=O)(=O)N1CCCC(C(=O)NCCCN2CCN(c3cccc(Cl)c3)CC2)C1 (stereo unspecified)
    3%	/	/	-1.6	1381	4%	8%	/	/	22	4	i	0.8
33. CCOc1ccccc1NC(=S)N1CCN(c2ccc(OC)cc2)CC1
    8%	i	15	/	/	30%	-2%	0.6%	-1.2%	/	/	i	1.1
34. COc1cc(Nc2cccc[n+]2C)cc(OC)c1OC
    8%	i	8	/	/	6%	2%	1.2%	-0.3%	/	/	i	0.6
35. CC(NC(=O)CN1CCc2ccccc21)c1ccccc1 (stereo unspecified)
    3%	i	43	-1.3	1095	8%	25%	4.6%	-0.4%	-4	4	i	2.4
36. O=C(O)c1ccccc1-c1c2cc(I)c(=O)c(I)c-2oc2c(I)c(O)c(I)cc12
    66%	i	50	/	/	28%	-227%	?	/	/	/	?	/
37. Cc1nc(C)n(CC(O)COc2ccc3c(c2)CCC3)n1 (stereo unspecified)
    6%	i	61	0.0	1060	8%	-1%	2.3%	-0.7%	5	6	i	8.4
38. COC(=O)c1c(NC(=O)c2ccccc2F)sc2c1C(C(=O)OC)CC2 (stereo unspecified)
    10%	i	69	/	/	-5%	-3%	2.0%	-1.2%	/	/	i	0.3
39. COCCOC(=O)c1[nH]c2c(c1C)C(=O)CC(c1ccc(N(C)C)cc1)C2 (stereo unspecified)
    7%	i	41	-0.9	1066	17%	3%	2.4%	0.1%	-10	-5	i	0.7
40. CCCCN(C(=O)c1ccc(OC(F)(F)F)cc1)c1c(N)n(CCC)c(=O)[nH]c1=O
    4%	i	30	5.1	945	0%	-9%	1.0%	0.5%	-10	-1	i	0.3
41. Cn1c(=O)n(CC#N)c2ccccc21
    10%	i	30	-0.7	1415	5%	2%	2.5%	0.2%	-5	-2	i	0.7
42. Cc1ccc(Cl)cc1NC(=O)C1CCN(S(C)(=O)=O)CC1
    2%	i	39	0.1	1110	/	3%	0.6%	0.1%	-9	-12	i	0.3
43. CCOC(=O)C1CCN(c2cc(=O)n(C3CCCCC3)c(=O)[nH]2)CC1
    29%	i	40	-3.4	819	12%	-9%	0.9%	0.5%	9	25	i	0.5
44. Cn1c(=O)c(-c2ccccc2)nn2c3ccccc3nc12
    -5%	i	41	-0.9	1047	7%	3%	4.4%	-0.9%	-14	6	i	1.2
45. CCC1CCc2sc(C(=O)N3CCCN(C)CC3)cc2C1 (stereo unspecified)
    0%	i	20	/	/	4%	5%	-0.6%	0.1%	/	/	i	1.0
46. CN1CCC(OC(=O)c2ccc(Cl)cc2Cl)CC1
    /	i	48	-3.1	957	5%	/	-1.4%	0.9%	-16	14	i	0.3
47. O=C(CC1C(=O)N(Cc2ccccc2)C(=S)N1CCN1CCOCC1)Nc1ccc(F)cc1 (stereo unspecified)
    3%	i	42	0.4	1506	/	3%	-3.8%	-1.5%	-41	20	i	0.1
48. COc1cccc(N2C(=O)C(CC(=O)Nc3ccccc3)N(C3CCCCC3)C2=O)c1 (stereo unspecified)
    5%	i	34	0.0	1476	8%	2%	/	-0.6%	12	2	i	1.0
49. O=C(Nc1ccccc1C(F)(F)F)c1ccc(F)c(S(=O)(=O)N2CCOCC2)c1
    3%	i	11	0.1	834	-6%	4%	-0.1%	-0.7%	10	-3	i	3.6
50. O=C(CSc1nncs1)NC(=O)NCc1ccccc1
    10%	i	42	-0.7	1174	13%	10%	0.8%	0.2%	-5	1	i	1.2
51. CCOC(=O)/C(=C\C=C1/Sc2ccccc2N1CC)C(C)=O
    -3%	i	57	8.1	1097	5%	-27%	0.2%	?	4	-9	i	1.8
52. Cc1ccc(-c2cc(C(=O)N3CCN(C(=O)c4ccco4)CC3)[nH]n2)c(C)c1
    5%	i	6	/	/	0%	-3%	17%	1.1%	/	/	i	0.5
